Screens from PubChem BioAssay.
FBW7 act – human FBW7 E3 ligase activation, primary screen | AlphaScreen FBW7–phospho-cyclin E peptide binding, activator screen | normalized activity (activation), % at 26.1 µM | 650,000 compounds, 0.13% hits | AID 1259310; in the data active = normalized activity above about 1.9%;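 note: purified mutant Fbw7 with reduced substrate affinity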
Target sequence (Q969H0 whole entry, looked up): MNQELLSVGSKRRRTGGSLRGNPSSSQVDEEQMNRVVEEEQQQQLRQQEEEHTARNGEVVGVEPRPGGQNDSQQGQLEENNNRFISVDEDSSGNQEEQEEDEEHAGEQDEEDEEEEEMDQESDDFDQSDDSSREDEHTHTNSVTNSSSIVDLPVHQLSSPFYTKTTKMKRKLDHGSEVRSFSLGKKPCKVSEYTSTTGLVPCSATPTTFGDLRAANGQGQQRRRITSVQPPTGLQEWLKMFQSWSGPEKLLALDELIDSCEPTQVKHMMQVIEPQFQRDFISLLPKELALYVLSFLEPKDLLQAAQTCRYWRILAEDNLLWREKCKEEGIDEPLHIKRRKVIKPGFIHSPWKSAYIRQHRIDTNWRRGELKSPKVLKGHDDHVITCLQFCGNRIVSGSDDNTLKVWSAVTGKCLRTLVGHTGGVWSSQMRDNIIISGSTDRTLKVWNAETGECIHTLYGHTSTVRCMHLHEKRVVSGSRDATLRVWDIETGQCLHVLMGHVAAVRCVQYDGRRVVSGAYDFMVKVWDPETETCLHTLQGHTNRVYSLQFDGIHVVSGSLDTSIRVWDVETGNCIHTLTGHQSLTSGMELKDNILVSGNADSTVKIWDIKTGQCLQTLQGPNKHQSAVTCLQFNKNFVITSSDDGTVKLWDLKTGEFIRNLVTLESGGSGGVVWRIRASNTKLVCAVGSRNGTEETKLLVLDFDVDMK
MITF primary – inhibitors of human MITF; 650,000 compounds, 0.91% hits; AlphaScreen MITF homodimerization, bead proximity signal; inhibition, % at 2.6 µM; AID 1259374; in the data active = inhibition above about 50%;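 note: 0% = vehicle wells with protein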
GPR151 ag – activates the human receptor GPR151; PathHunter beta-arrestin GPR151 cells, luminescence; activation, % at 11.2 µM; 650,000 compounds, 1% hits; AID 1508602; in the data active = activation above about 4.9%;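 note: 0% = median of compound wells and 100% = cells with positive control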
TEAD-YAP block – TEAD-YAP interaction inhibition | HEK-TIYL cells, TEAD-Gal4/YAP UAS-luciferase luminescence | inhibition, % at 9.12 µM | 640,000 compounds, 1.4% hits | AID 1259422; in the data active = inhibition above about 32%;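 note: 0% = median of test compound wells and 100% = reference inhibitor wells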
Active calls of the source: *.

SMILES | FBW7 act | MITF primary | GPR151 ag | TEAD-YAP block
O=C(c1ccc2ccccc2c1)N1CCN(c2ccccc2F)CC1 | -0.2 | 8 | 1.2 | 6
CCCCCn1c(SCC(=O)c2ccc(Br)cc2)nc2cc(C(=O)N3CCC(C(N)=O)CC3)ccc2c1=O | 0.9 | 7 | -1.4 | 13
Cc1ccc(CN(C(=O)Nc2ccccc2)C2CCS(=O)(=O)C2)cc1 (stereo not given) | 0.3 | 7 | -0.7 | 12
COc1ccc(NC(=O)Cn2cnc3sc(C)c(S(=O)(=O)N4CCCCC4)c3c2=O)cc1Cl | 0.6 | -3 | -1.2 | 2
COc1cc(C(=O)Nc2nc3c(s2)CCCC3)c(Br)c(OC)c1OC | -0.2 | -11 | -0.4 | 8
COc1ccc(CC2(CCC(=O)NC(C)c3nc(C)cs3)CCC(=O)N2)cc1OC (stereo not given) | 0.1 | -4 | 2.3 | -6
OCCC1CN(Cc2cccn2-c2cccnc2)CCN1C1CCCC1 (stereo not given) | 0.0 | 1 | 2.5 | -6
O=C(NCC1CCC2(CCN(C(=O)c3ccccn3)CC2)O1)c1cccc(F)c1 (stereo not given) | 0.0 | -2 | 0.2 | -26
Cc1ccc(C2CC(c3cccs3)=NN2C(=O)CSc2nnc(CNC(=O)c3cccc(F)c3)n2-c2ccccc2)cc1 (stereo not given) | 0.1 | 20 | 0.3 | 3
Nc1nc2n(n1)C1(CCCCC1)C1=C(CCCC1)N2 | 0.1 | 12 | -1.7 | 9

An excerpt from the list above, as a working copy:
SMILES | FBW7 act | MITF primary | GPR151 ag | TEAD-YAP block
O=C(c1ccc2ccccc2c1)N1CCN(c2ccccc2F)CC1 | -0.2 | 8 | 1.2 | 6
CCCCCn1c(SCC(=O)c2ccc(Br)cc2)nc2cc(C(=O)N3CCC(C(N)=O)CC3)ccc2c1=O | 0.9 | 7 | -1.4 | 13

Next records follow.
SMILES | FBW7 act | MITF primary | GPR151 ag | TEAD-YAP block
Cc1cc(-c2nnc(CCC(=O)NCc3cccc(C(F)(F)F)c3)o2)no1 | 0.0 | -4 | -0.1 | -6
CC1(C)CC(=O)c2cnc(NC(=O)Cc3ccc(Cl)cc3)nc2C1 | 0.1 | 0 | 0.1 | -2
COc1ccc(Cl)cc1NC(=O)CN(c1c(C)cccc1C)S(C)(=O)=O | 0.0 | 3 | -0.3 | 0
COc1ccc(C(NC(=O)Cc2cccs2)C(=O)Nc2ccc3c(c2)OCCO3)cc1 (stereo not given) | 0.0 | 12 | -0.6 | -6
COc1ccc(NC(=O)CSc2ncnc3ccccc23)c(OC)c1 | 0.4 | 10 | -1.5 | 8
O=C1OCC(CO)N1c1ccccc1 (stereo not given) | -0.1 | -1 | 0.0 | 3
O=C(c1ccc2c(=O)n(CCc3ccccc3)c(SCc3cccc(Cl)c3)nc2c1)N1CCCC1 | -0.1 | -4 | -1.9 | 1
CCOc1ccc(-c2n[nH]c3c2C(c2ccc(OC)cc2OC)NC3=O)cc1 (stereo not given) | -0.1 | 15 | 0.0 | -3
COc1cc(C=Nc2ccc(NC(C)=O)cc2)ccc1OC(=O)c1cccs1 | 0.1 | 1 | -1.6 | -7
Cc1ccc(C(=O)c2coc3ccc(O)cc23)cc1 | -0.1 | -18 | 0.0 | -56
CC(=O)c1ccc(-n2nncc2C(C)(C)C)cc1 | 1.0 | 5 | -1.3 | 17
Cc1ccc2nc(NC(=O)c3c(O)c4ccccc4[nH]c3=O)sc2c1 | 0.2 | 11 | -0.7 | -2
COc1ccccc1-n1cnc2cc(C(=O)NCc3cccnc3)ccc21 | 0.1 | -9 | 0.4 | -13
C=CCn1c(CCN2C(=O)c3cccc4cccc(c34)C2=O)n[nH]c1=S | 0.1 | 14 | 2.0 | -4
Cc1ccc(SC(C)C(=O)Nc2cccc(C)n2)cc1 (stereo not given) | -0.1 | -5 | -0.8 | 0
Cc1ccc(S(=O)(=O)N2CCN(S(=O)(=O)c3ccccc3)C2)cc1[N+](=O)[O-] | 0.1 | 5 | 1.5 | -8
CC(=O)c1ccc(N=c2oc3ccc(Cl)cc3cc2C(N)=O)cc1 | 0.0 | 9 | 2.4 | 2
CCOC(=O)c1sc(=NC(=O)c2coc3ccccc3c2=O)n(C)c1C | 0.0 | -3 | 2.8 | -29
Cc1cnc(NC(=O)c2ccc3c(c2)C(=O)N(CC2CCCO2)C3=O)s1 (stereo not given) | 0.2 | 4 | -0.1 | -9
CC1C(=O)C(=O)/C(=C\c2ccccc2)C1=O (stereo not given) | -0.2 | 82* | 0.5 | 0
COc1cc(C2NC(=O)NC(C)=C2C(=O)OCCOc2ccccc2)cc(Cl)c1O (stereo not given) | 0.0 | -6 | 1.2 | -1
CCOc1ccc(C(=O)Nc2ccccc2N2CCOCC2)cc1Br | 0.0 | 11 | 0.8 | -4
CCOc1ccc(C=Nc2ccc3ncccc3c2)cc1 | -0.1 | 5 | -1.6 | 8
CCc1c(C)sc(NC(NC(=O)OC)(C(=O)OC)C(F)(F)F)c1C#N (stereo not given) | 0.0 | 15 | 2.3 | -7
CCOC(=O)c1ccc(NC(=O)c2ccccc2OCC)cc1 | 0.0 | -1 | 0.0 | 1
Cn1c(=O)c2c3c(sc2n2cnnc12)CC(C(C)(C)C)CC3 (stereo not given) | 0.1 | 8 | -1.0 | 7
O=C(c1cc(F)cc(F)c1)N1CCn2c(nnc2C2CC2)C1 | 0.2 | -10 | 1.3 | 1
O=C(COc1ccc(N2CCCC2)nn1)N1CCN(c2nc3ccccc3s2)CC1 | 0.5 | -8 | -1.2 | 9
COC(=O)c1cc(CNC(=O)CCl)cs1 | -0.1 | 0 | 0.9 | 12
CCCn1c(SCC(=O)N(CC)CC)nnc1-c1cccnc1 | 0.0 | 7 | -0.8 | -4
COc1cccc2cc(C(=O)Nc3ccccc3)c(=Nc3cccc(F)c3)oc12 | 0.2 | 5 | 0.1 | -35
COCc1ccc(CN2CCN(CC(C)C)C(CCO)C2)o1 (stereo not given) | -0.1 | 10 | 0.0 | 11
O=C(C1CCC(Cn2c(=S)[nH]c3ccccc3c2=O)CC1)N1CC=C(c2ccccc2)CC1 (stereo not given) | 1.0 | 7 | 0.4 | -6
CCC(Sc1nc2ccccc2[nH]1)C(=O)Nc1ccc(OC(F)(F)F)cc1 (stereo not given) | -0.2 | 1 | 2.7 | 8
CN1C(=O)/C(=C\c2ccc(C(=O)O)cc2)c2ccccc21 | -0.1 | 5 | 0.3 | -1
Cc1cc(C)c2c(-n3cccc3)c(C(=O)NCCCOC(C)C)sc2n1 | 0.4 | 8 | 0.1 | -4
Oc1ccccc1-c1cc(-c2ccc(F)cc2)n[nH]1 | 0.0 | 8 | -3.3 | -34
c1sc2[n+](c1C13CC4CC(CC(C4)C1)C3)CCN2 | -0.1 | -4 | 1.4 | 7
NC(=O)c1ccccc1NC(=O)c1c(O)c2cccc3c2n(c1=O)CCC3 | 0.1 | 13 | 0.6 | 6
C=CCn1c(O)c(/C=C2\C=Nc3ccccc32)c(=O)[nH]c1=S | 0.0 | 31 | 1.3 | -3
Nc1ncnc(N2CCOCC2)c1[N+](=O)[O-] | 0.2 | 2 | 2.0 | 10
Cc1ccc(CNC(=O)CC2CSc3nc(C)cc(=O)n32)cc1 (stereo not given) | -0.1 | 6 | 2.9 | 6
O=C(Cn1nnc(-c2ccccc2)n1)N/N=C/c1ccncc1 | 1.0 | 14 | -0.9 | -2
CN(C)C(C(=O)NC1CCCC1)c1ccc(Cl)cc1 (stereo not given) | -0.1 | -4 | 6.0* | 3
Cc1ccc(N2NC(=O)/C(=C/c3ccc(-c4ccc5c(c4)C(=O)NC5=O)o3)C2=O)cc1Cl | -0.1 | -7 | 2.2 | 1
COc1ccc2nc3sc(C(=O)Nc4ccc(N5CCOCC5)cc4)c(N)c3cc2c1 | 0.0 | 13 | -0.2 | -3
C=CCN1C(=O)/C(=C/c2c(NCc3ccco3)nc3ccccn3c2=O)SC1=S | -0.2 | 16 | -0.3 | 0
CCC(=O)NC(c1nnc2n1CCN(Cc1ccccc1O)CC2)C(C)C (stereo not given) | 0.1 | 3 | 0.9 | 2
COc1cc2nc(CN3CCC(C)CC3)[nH]c(=O)c2cc1OC | 0.2 | -2 | -0.7 | -20
CCOC(=O)N1CCN(S(=O)(=O)c2ccc(OC)c(C)c2C)CC1 | 0.0 | 3 | 1.8 | 12
Later entries:
SMILES | FBW7 act | MITF primary | GPR151 ag | TEAD-YAP block
COC(=O)C1(C)NC(c2ccc(O)c(OC)c2)C2C(=O)N(C)C(=O)C21 (stereo not given) | 0.3 | 6 | -0.9 | -5
COc1ccc(Br)cc1C[C@@H](N)c1nc2ccc(-c3ccncc3)cc2[nH]1 | -0.9 | 0 | 0.9 | -7
CC(C)N1CCc2c(sc(NC(=O)c3ccc(S(=O)(=O)N(C)c4ccccc4)cc3)c2C(N)=O)C1 | -0.1 | -3 | 0.0 | 1
COc1cccc(OCC(O)CN2C(C)(C)CC(O)CC2(C)C)c1 (stereo not given) | 0.0 | -14 | -0.4 | -8
O=C(CSc1ccc(Cl)cc1)Nc1ccccc1 | -0.2 | -13 | -0.9 | -48
N#Cc1ccc(NC(=O)COC(=O)CCc2ccccc2)cc1 | 0.0 | 8 | -1.2 | 1
Cc1ccc(C(=O)Nc2ccccc2CO)cc1C | 0.1 | 8 | -8.8 | 21
COC(=O)c1cnn(-c2ccc(C)cc2)c1N | -0.1 | 1 | -0.9 | -36
CC1CCN(C(=O)/C(=C\c2ccco2)NC(=O)c2ccccc2)CC1 | -0.1 | 4 | -1.3 | -4
O=C(c1ccc([N+](=O)[O-])cc1)N1CCC(Cc2ccccc2)CC1 | -0.2 | -1 | -0.2 | -2
COc1ccccc1NC(=O)C1=C(C)Nc2nc3ccccc3n2C1c1cccnc1 (stereo not given) | 0.1 | 1 | 1.3 | 8
CC(=O)Nc1ccccc1C(=O)C(=O)Nc1ccc(Cl)cc1O | -0.1 | -7 | -0.7 | -11
C=CCOc1ccc(/C=C2/SC(=S)NC2=O)cc1OC | -0.1 | 2 | 3.5 | 6
C=CCNC(=S)Nc1ccc(C)cc1Cl | -0.1 | -4 | 1.1 | -14
NC(=O)/C(=C\c1ccco1)NC(=O)c1ccc(Br)cc1 | -0.1 | 0 | 0.2 | 1
Cc1ccc(Nc2nc(C3(C)CC4(CC(C)(C)OC4=O)C(=O)O3)cs2)cc1 (stereo not given) | -0.2 | -6 | -0.3 | -8
Cc1cc(N2CCCC2)nc(-c2ccccc2)n1 | -0.2 | -13 | -0.5 | -10
Cc1ccc(-c2nc(C=Nc3ccc4nc(NC(=O)C5CCCCC5)sc4c3)c(O)o2)cc1 | -0.1 | 10 | -0.5 | -5
O=C1OC(c2cc([N+](=O)[O-])ccc2Cl)=N/C1=C\c1cccc(I)c1 | -0.1 | -9 | -1.4 | -2
O=c1nc(N2CCOCC2)nc(Nc2ccc([N+](=O)[O-])cc2)[nH]1 | 0.0 | -2 | -0.1 | 0

The last four compounds of the part before open the next one:
SMILES | FBW7 act | MITF primary | GPR151 ag | TEAD-YAP block
Cc1cc(N2CCCC2)nc(-c2ccccc2)n1 | -0.2 | -13 | -0.5 | -10
Cc1ccc(-c2nc(C=Nc3ccc4nc(NC(=O)C5CCCCC5)sc4c3)c(O)o2)cc1 | -0.1 | 10 | -0.5 | -5
O=C1OC(c2cc([N+](=O)[O-])ccc2Cl)=N/C1=C\c1cccc(I)c1 | -0.1 | -9 | -1.4 | -2
O=c1nc(N2CCOCC2)nc(Nc2ccc([N+](=O)[O-])cc2)[nH]1 | 0.0 | -2 | -0.1 | 0
CC(C)n1c(N2CCOCC2)nc2c(NCCOc3ccccc3)ncnc21 | -0.1 | -5 | 0.0 | 1
CCCCOc1ccc(/C=N/Nc2cc(OC)ncn2)cc1 | 0.2 | 3 | -1.4 | -11
Cc1cccc2nc(CSc3nnc(N)s3)cn12 | 0.8 | 19 | -2.4 | -23
Cc1ccc2c(c1)CN(CCC(=O)NCCc1n[nH]c(C)n1)CC(C)O2 (stereo not given) | -0.2 | 5 | -0.5 | 2
Cc1ccccc1COc1ccc(C=C2C(=O)NC(=S)NC2=O)cc1 | -0.2 | -7 | -1.8 | -15
O=C(c1cc(F)cc(F)c1)N1CCC2(CC1)OCc1ccccc1O2 | -0.2 | -21 | -0.1 | 8
O=[N+]([O-])c1ccc(OCc2ccc(Cl)cc2Cl)c(/C=N\n2cnnc2)c1 | 0.2 | 8 | 0.5 | 19

Looked up by structure from above:
SMILES | FBW7 act | MITF primary | GPR151 ag | TEAD-YAP block
CCOC(=O)c1sc(=NC(=O)c2coc3ccccc3c2=O)n(C)c1C | 0.0 | -3 | 2.8 | -29
Cc1ccc(C(=O)Nc2ccccc2CO)cc1C | 0.1 | 8 | -8.8 | 21
O=C(c1cc(F)cc(F)c1)N1CCn2c(nnc2C2CC2)C1 | 0.2 | -10 | 1.3 | 1
CCCCOc1ccc(/C=N/Nc2cc(OC)ncn2)cc1 | 0.2 | 3 | -1.4 | -11
Cc1ccc(CN(C(=O)Nc2ccccc2)C2CCS(=O)(=O)C2)cc1 (stereo not given) | 0.3 | 7 | -0.7 | 12
Cc1ccccc1COc1ccc(C=C2C(=O)NC(=S)NC2=O)cc1 | -0.2 | -7 | -1.8 | -15
COc1ccc(C(NC(=O)Cc2cccs2)C(=O)Nc2ccc3c(c2)OCCO3)cc1 (stereo not given) | 0.0 | 12 | -0.6 | -6
